# High-throughput results deposited in PubChem BioAssay by Emory University Molecular Libraries Screening Center.
# 14-3-3 PPI = alters human 14-3-3 gamma binding to Raf peptide | inhibition, % at 40 µM | hit rate 0.19% among 160,000 | FP, 14-3-3gamma / TMR-pS259-Raf peptide binding; in the data active means inhibition above about 30%;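 further: 0% = protein plus tracer without compound and 100% = blank with tracer alone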
# Target sequence (P61981 whole entry, looked up): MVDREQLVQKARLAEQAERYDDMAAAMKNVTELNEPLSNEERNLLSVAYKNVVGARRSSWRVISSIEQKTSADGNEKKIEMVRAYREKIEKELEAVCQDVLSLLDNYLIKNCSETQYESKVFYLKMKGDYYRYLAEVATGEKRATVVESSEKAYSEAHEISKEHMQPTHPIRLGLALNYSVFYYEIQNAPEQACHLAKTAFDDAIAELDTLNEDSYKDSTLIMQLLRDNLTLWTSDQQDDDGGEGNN
# * = called active by the depositor; & = joins results of further samples. These rows are one share of the data; count on the stated rates, not on these rows.
# Preview, five compounds:
14-3-3 PPI	structure
-2	Cc1ccc(S(=O)(=O)Nc2ccccc2CNc2ccc(C)cc2C)cc1
-20&-2	CCOC(=O)C1Cn2c(nc3c(c2=O)C(C)(CC)Cc2ccccc2-3)S1 (configuration not stated)
1	O=C(OCC(=O)c1cccs1)c1ccccc1
0	O=C(CN1CCN(CCO)CC1)Nc1ccc(OC(F)(F)Cl)cc1
-3	N=c1sccn1CC(=O)Nc1cccc(Oc2ccccc2)c1

# Main list, from the start:
14-3-3 PPI	structure
-2	Cc1ccc(S(=O)(=O)Nc2ccccc2CNc2ccc(C)cc2C)cc1
-20&-2	CCOC(=O)C1Cn2c(nc3c(c2=O)C(C)(CC)Cc2ccccc2-3)S1 (configuration not stated)
1	O=C(OCC(=O)c1cccs1)c1ccccc1
0	O=C(CN1CCN(CCO)CC1)Nc1ccc(OC(F)(F)Cl)cc1
-3	N=c1sccn1CC(=O)Nc1cccc(Oc2ccccc2)c1
19	Cc1ccc2nc(N3CCOCC3)nc(-c3ccccc3)c2c1
-5	CCc1cc(C(=O)c2ccccc2OC)c(N)s1
2	COc1ccc(CCNC(=O)CSc2nnc(CNc3ccc(Cl)cc3)o2)cc1OC

# Other compounds follow:
14-3-3 PPI	structure
-7	CC1(C)Oc2ccc(NC(=O)C3COc4ccccc4O3)cc2O1 (configuration not stated)
-10	CC(C)=C1C2C=CC1C1C(=O)N(c3ccccc3Cl)C(=O)C21 (configuration not stated)
-8	O=C(C1CCCO1)N1CCN(C(c2ccccc2)c2ccccc2)CC1 (configuration not stated)
-2	O=S(=O)(Nc1ccc(S(=O)(=O)Nc2nccs2)cc1)c1ccc(Cl)cc1
-22	O=C(CSc1nc2c(cnn2-c2ccccc2)c(=O)[nH]1)N1CCCCC1
-4	CCOc1ccc(C2NC(=S)NC(C)=C2C(=O)OC)cc1 (configuration not stated)
-9	CCCCN(CC)S(=O)(=O)c1ccc(C(=O)N=c2sc3ccccc3n2CC)cc1
-3	CCc1ccc(-c2ccc(C(=O)Oc3ccc4ccccc4c3)cc2)nc1

# Later entries:
14-3-3 PPI	structure
-4	O=C1c2ccc(Oc3ccc4c(c3)C(=O)N(CCCO)C4=O)cc2C(=O)N1CCCO
-7	COc1ccc(C(c2sc3nc(C)nn3c2O)N2CCC(C(N)=O)CC2)cc1OC (configuration not stated)
-2	CCCCn1c2ccc(Br)cc2c2nc3ccccc3nc21
-2	CC(C)CC(=O)Nc1nc2c(s1)C(=O)CC(C)(C)C2
3	CCn1c(-c2ccc(Br)o2)n[nH]c1=S
-12	CC(=O)N1CCN(c2nc(-c3ccccc3)c3ccccc3n2)CC1
-13	O=C(NC1CCCC1)c1ccc2c(c1)N(Cc1ccccc1Cl)C(=O)CS2
-10	CC(NC(=O)CCCCCn1c(=S)[nH]c2ccsc2c1=O)c1ccccc1 (configuration not stated)

# The results go on.
14-3-3 PPI	structure
-3	COc1ccc(Cl)cc1N1C(=O)C2CCCN2C1c1ccc(F)c(F)c1 (configuration not stated)
-42	c1ccc(Sc2ncnc3sc4c(c23)CCCC4)cc1
-8	O=C(NCC1COc2ccccc2O1)c1ccc(NC(=O)c2ccco2)cc1 (configuration not stated)
-2	CC1(C)C(=O)OC(C(=O)c2ccccc2)C2(CCCCC2)C1=O (configuration not stated)
2	COc1ccc(CN(Cc2ccccn2)S(=O)(=O)c2ccc(-n3cnnn3)cc2)cc1
3	COc1cc2c(cc1OC)C(C(=O)Nc1ccc(C)c(F)c1)C1c3ccccc3CCN1C2=O (configuration not stated)
20	O=C(Nc1cccnc1)c1c(F)c(F)c(F)c(F)c1F
-2	CC(=O)c1ccc(Oc2cc(C)nc(N3CCOCC3)n2)cc1

# (cont.)
14-3-3 PPI	structure
-39	COc1cc(C2C(C#N)=C(N)Oc3cc(N(C)C)ccc32)cc2c1OCO2 (configuration not stated)
-2	Cc1ccc(S(=O)(=O)N2CCC(C(=O)N3CCN(Cc4ccccc4)CC3)CC2)cc1
-6	O=C(Cn1cnc2ccccc2c1=O)NCCC(=O)Nc1ccc(F)cc1
0	CC1=C(C(=O)OCC2CCCO2)C2(O)C(=O)c3ccccc3C2(O)N1 (configuration not stated)
-7	COC(=O)c1ccccc1S(=O)(=O)Nc1ccc(OC)nc1
-1	CCOc1ccc(C2Nc3ccccc3S(=O)(=O)N2Cc2ccccc2)cc1 (configuration not stated)
-12	CC1=C(C(=O)OCCOc2ccccc2)C(c2cc3c(cc2[N+](=O)[O-])OCO3)C2=C(CC(c3ccc(Cl)cc3)CC2=O)N1 (configuration not stated)
6	CCC(C(=O)Nc1c2c(nn1-c1ccc(OC)cc1)CS(=O)(=O)C2)c1ccccc1 (configuration not stated)

# Another view of part of the listing above.
Structure | 14-3-3 PPI
CC(C)=C1C2C=CC1C1C(=O)N(c3ccccc3Cl)C(=O)C21 (configuration not stated) | -10
O=C(C1CCCO1)N1CCN(C(c2ccccc2)c2ccccc2)CC1 (configuration not stated) | -8
O=S(=O)(Nc1ccc(S(=O)(=O)Nc2nccs2)cc1)c1ccc(Cl)cc1 | -2
O=C(CSc1nc2c(cnn2-c2ccccc2)c(=O)[nH]1)N1CCCCC1 | -22
CCOc1ccc(C2NC(=S)NC(C)=C2C(=O)OC)cc1 (configuration not stated) | -4
CCCCN(CC)S(=O)(=O)c1ccc(C(=O)N=c2sc3ccccc3n2CC)cc1 | -9
CCc1ccc(-c2ccc(C(=O)Oc3ccc4ccccc4c3)cc2)nc1 | -3
O=C1c2ccc(Oc3ccc4c(c3)C(=O)N(CCCO)C4=O)cc2C(=O)N1CCCO | -4
COc1ccc(C(c2sc3nc(C)nn3c2O)N2CCC(C(N)=O)CC2)cc1OC (configuration not stated) | -7
CCCCn1c2ccc(Br)cc2c2nc3ccccc3nc21 | -2
CC(C)CC(=O)Nc1nc2c(s1)C(=O)CC(C)(C)C2 | -2
CCn1c(-c2ccc(Br)o2)n[nH]c1=S | 3
CC(=O)N1CCN(c2nc(-c3ccccc3)c3ccccc3n2)CC1 | -12
O=C(NC1CCCC1)c1ccc2c(c1)N(Cc1ccccc1Cl)C(=O)CS2 | -13
CC(NC(=O)CCCCCn1c(=S)[nH]c2ccsc2c1=O)c1ccccc1 (configuration not stated) | -10
COc1ccc(Cl)cc1N1C(=O)C2CCCN2C1c1ccc(F)c(F)c1 (configuration not stated) | -3
c1ccc(Sc2ncnc3sc4c(c23)CCCC4)cc1 | -42
O=C(NCC1COc2ccccc2O1)c1ccc(NC(=O)c2ccco2)cc1 (configuration not stated) | -8
CC1(C)C(=O)OC(C(=O)c2ccccc2)C2(CCCCC2)C1=O (configuration not stated) | -2
COc1ccc(CN(Cc2ccccn2)S(=O)(=O)c2ccc(-n3cnnn3)cc2)cc1 | 2
COc1cc2c(cc1OC)C(C(=O)Nc1ccc(C)c(F)c1)C1c3ccccc3CCN1C2=O (configuration not stated) | 3
O=C(Nc1cccnc1)c1c(F)c(F)c(F)c(F)c1F | 20
CC(=O)c1ccc(Oc2cc(C)nc(N3CCOCC3)n2)cc1 | -2
COc1cc(C2C(C#N)=C(N)Oc3cc(N(C)C)ccc32)cc2c1OCO2 (configuration not stated) | -39
Cc1ccc(S(=O)(=O)N2CCC(C(=O)N3CCN(Cc4ccccc4)CC3)CC2)cc1 | -2
O=C(Cn1cnc2ccccc2c1=O)NCCC(=O)Nc1ccc(F)cc1 | -6
CC1=C(C(=O)OCC2CCCO2)C2(O)C(=O)c3ccccc3C2(O)N1 (configuration not stated) | 0
COC(=O)c1ccccc1S(=O)(=O)Nc1ccc(OC)nc1 | -7
CCOc1ccc(C2Nc3ccccc3S(=O)(=O)N2Cc2ccccc2)cc1 (configuration not stated) | -1
CC1=C(C(=O)OCCOc2ccccc2)C(c2cc3c(cc2[N+](=O)[O-])OCO3)C2=C(CC(c3ccc(Cl)cc3)CC2=O)N1 (configuration not stated) | -12

# Additional results follow:
14-3-3 PPI	structure
-6	Cc1cc(C)cc(NC2=NC3(CCCCC3)N=C(N)N2)c1
0	COCCNS(=O)(=O)c1cc(OC)c(Cl)cc1Cl
-2	O=C1CN(C(=O)C2CCCC2)C(c2ccccc2)c2cc(Br)ccc2N1 (configuration not stated)
-12	COc1ccc(-c2cc3nc(C)cc(N)n3n2)cc1
-7	CCOc1ccccc1C(=O)Nc1cccc(C(F)(F)F)c1
4	Cc1[nH]c2ccccc2c1C(=O)CN1CCSCC1
7	CN(C)c1cc[n+](CC(=O)c2ccc(Cl)cc2)cc1
-32	Cc1cc(OCC(=O)NCCc2nc3ccccc3[nH]2)ccc1C(C)C

# New compounds follow
14-3-3 PPI	structure
-2	CC(C)CCn1c(=O)[nH]c2ccccc21
-6	CC(=O)CSc1nsc(SCC(C)=O)n1
-10	O=C(NC12CC3CC(CC(C3)C1)C2)c1ccc(S(=O)(=O)N2CCOCC2)cc1
-8	CCOC(=O)COn1c(=O)c(=O)n(O)c2ccccc21
-2	CCOC(=O)C1=C(C)NC(C)=C(C(=O)OCC)C1c1ccccn1
3	NC(=O)C1CCN(C(=O)CN(c2cccc(C(F)(F)F)c2)S(=O)(=O)c2ccccc2)CC1
-2	Clc1cccc2sc(N3CCN(c4ccccc4)CC3)nc12
0	OC(CNc1ccccc1)Cn1c2ccc(Cl)cc2c2cc(Cl)ccc21 (configuration not stated)

# Other records
14-3-3 PPI	structure
-6	O=C(C(=O)N1CCCCCC1)c1c[nH]c2ccccc12
-5	CS(=O)(=O)c1cccc(C(=O)NCc2ccccc2)c1
-15	COc1ccc(CNC(=O)CSc2cc(=O)n(C)c3ccccc23)c(OC)c1
-6	CC1=C(C(=O)Nc2ccccn2)C(c2ccccc2Cl)NC(=S)N1 (configuration not stated)
-1	COc1cc(C(=O)N=c2sc3cc(Br)ccc3n2C)cc(OC)c1OC
4	COCCn1c(=O)[nH]c2cc(C(=O)NC3CC3)ccc2c1=O
-8	C=CCNC(=O)CCCCCn1c(=S)[nH]c2ccccc2c1=O
-8	O=C(Nc1cccnc1Cl)c1cc2nc(-c3cccs3)cc(C(F)(F)Cl)n2n1

# The listing continues.
14-3-3 PPI	structure
-10&-42	COc1cc(NC(=O)c2noc3c2CCC3)c(OC)cc1Cl
-5	COc1ccc(NC2=C(n3nnc4ccccc43)C(=O)c3ccccc3C2=O)cc1
-5	O=c1[nH]c(CSc2nnc(COc3ccccc3)n2-c2ccccc2)nc2ccccc12
-8	Cc1nc2cc(-c3cccc(F)c3)nn2c(C)c1CCC(=O)NC(C)CCc1ccco1 (configuration not stated)
-1	O=C(Nc1ccon1)c1ccc(Cl)s1
-5	Nc1ccc2c(c1)-c1ccccc1S(=O)(=O)N2
0	CC1CC(C)(C)NC(=S)N1CC(=O)NC(c1ccccc1)c1ccccc1 (configuration not stated)
-15	CCCc1cc(C(=O)OC)c(NC(=O)OCC)s1

# Following part
14-3-3 PPI	structure
-18	CCC1(C)Cc2nc3nc(SCC(=O)OC)n(Cc4ccccc4)c(=O)c3cc2CO1 (configuration not stated)
-1	Cc1c(C(=O)NCC2COc3ccccc3O2)oc2ccc(S(=O)(=O)N3CCOCC3)cc12 (configuration not stated)
-90	Cc1cccc(-n2c(SCc3cc(=O)n4ccsc4n3)nc3ccccc32)c1
3	CC1=CCC(C(=O)NCc2ccccc2)C(c2ccc([N+](=O)[O-])cc2)C1 (configuration not stated)
-5	O=S(=O)(/N=C(\NS(=O)(=O)c1ccc(Cl)cc1)c1ccccc1)c1ccc2ccccc2c1
-3	Cc1ccc(C2CC(C(F)(F)F)n3nc(C(=O)Nc4cccc(C(C)O)c4)cc3N2)cc1 (configuration not stated)
0	CCCc1cc(C(=O)NCCc2ccccc2)no1
-3	CC1C(=O)CC(c2ccc(Cl)cc2)NC1c1ccc(Cl)cc1 (configuration not stated)

# Further compounds:
14-3-3 PPI	structure
8	O=[N+]([O-])c1ccccc1Oc1ccccc1Cl
-4	COc1ccc(NC(=O)Cn2cccc2)cc1Cl
-5	COc1ccc(N2CCN(C(=O)c3ccc(C)cc3Cl)CC2)cc1
-10	Cc1ccc(C)c(N2CCN(C(=O)C3CCN(c4nnc(N5CCCC5=O)s4)CC3)CC2)c1
